# Screens from PubChem BioAssay.
# CHO parental Ca – signal in parental CHO cells, OX1R antagonist counter-screen; parental CHO-K1, ATP-induced calcium, Fluo-8 fluorescence; inhibition, % at 5.6 µM; 330,000 compounds, 0.63% hits;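 active = inhibition above that plate's mean sample inhibition plus 3 SD, cut at about 26% in these data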;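 also: 0% = ATP-challenged DMSO wells and 100% = DMSO wells without ATP; some compounds past the cut are filed as inactive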
#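 material = parental CHO cells | also added = ATP as calcium-mobilizing challenge | dosing = single point at 5.6 µM | detection = intracellular calcium via Fluo-8 no-wash fluorescent dye | read-out = % inhibition | benchmarks = low control ATP plus DMSO, high control DMSO only | repeats = one well per compound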
# TAAR1 antag – antagonists of human TAAR1; Q96RJ0; CHO RD-HGA16 TAAR1, Fluo-8 calcium fluorescence, antagonist; inhibition, % at 3 µM; 360,000 compounds, 1.5% hits;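 active = inhibition above a per-plate cutoff, the mean inhibition of test compounds on that plate plus 3 SD, cut at about 49% in these data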;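 also: 0% = DMSO plus EC80 beta-PEA response and 100% = DMSO alone without agonist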
# Target sequence (Q96RJ0 whole entry, looked up): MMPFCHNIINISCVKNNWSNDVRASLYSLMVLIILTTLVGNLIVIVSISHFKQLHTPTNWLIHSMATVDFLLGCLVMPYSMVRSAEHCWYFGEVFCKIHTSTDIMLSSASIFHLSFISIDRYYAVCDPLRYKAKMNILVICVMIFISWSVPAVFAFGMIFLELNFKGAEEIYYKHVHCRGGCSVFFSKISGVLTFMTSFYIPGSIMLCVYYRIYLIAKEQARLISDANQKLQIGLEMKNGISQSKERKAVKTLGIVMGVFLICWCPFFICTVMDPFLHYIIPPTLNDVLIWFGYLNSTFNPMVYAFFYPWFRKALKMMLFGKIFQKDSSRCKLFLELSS
#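 Assay system: CHO-derived RD-HGA16 cells stably expressing human TAAR1 plus Gα16. Timing: 140 s kinetic read after compound, 140 s after agonist. Technique: kinetic Fluo-8 calcium fluorescence measurement. Measure: % inhibition of agonist calcium response.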
# TAAR1 agonist – human TAAR1 agonism | Q96RJ0 | CHO RD-HGA16 TAAR1, Fluo-8 calcium fluorescence; vehicle wells 0%, saturating PEA agonist 100% | activation, % at 3 µM | 360,000 compounds, 0.99% hits | AID 624467;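 active = activation above the mean activation of all test compounds in the run plus 3 SD, cut at about 38% in these data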
#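 Benchmarks: low control DMSO, high control PEA (EC100); System: CHO RD-HGA16 cells carrying human TAAR1 plus Gα16; Detection: Fluo-8 fluorescence, 5 s baseline then 140 s kinetic read; Schedule: 17-24 h plating, Fluo-8 75 min 37 °C, 30 min RT; Read-out basis: % activation from peak over basal fluorescence ratio, DMSO-to-PEA scaled.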
# OXTR potentiator – potentiates the human oxytocin receptor response. 320,000 compounds, 0.061% hits. activation, % at 3 µM. CHO-OTR cells, Fluo-8 calcium fluorescence, potentiator mode; 0% = oxytocin EC15, 100% = EC100. P30559;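 active = activation above that plate's cutoff, the mean activation of tested compounds plus 3 SD, cut at about 6.6% in these data, passing the limit was not always enough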;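 also: 100% uses oxytocin at 75 nM as the full agonist control; some results filed as inactive read as strong as hits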
# Target sequence (P30559 whole entry, looked up): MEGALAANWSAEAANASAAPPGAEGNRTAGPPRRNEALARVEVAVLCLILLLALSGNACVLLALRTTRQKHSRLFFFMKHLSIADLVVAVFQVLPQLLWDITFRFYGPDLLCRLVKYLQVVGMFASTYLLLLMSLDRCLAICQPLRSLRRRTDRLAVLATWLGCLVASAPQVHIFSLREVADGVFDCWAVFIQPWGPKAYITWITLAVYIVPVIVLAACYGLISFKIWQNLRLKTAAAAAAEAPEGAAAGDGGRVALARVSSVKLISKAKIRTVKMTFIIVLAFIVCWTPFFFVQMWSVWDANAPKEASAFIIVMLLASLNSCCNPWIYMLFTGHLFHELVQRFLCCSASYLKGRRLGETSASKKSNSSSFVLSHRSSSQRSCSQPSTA
#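 Material: CHO-OTR cells, human receptor; compound dosing: single dose, 3.0 µM nominal final compound concentration; schedule: 6 min compound pre-incubation at room temperature, 100 s kinetic read; measured by: kinetic Fluo-8 calcium fluorescence; read-out basis: % activation vs EC15 and EC100 oxytocin; controls: EC15 oxytocin alone as 0%, 75 nM oxytocin as 100%; replicates: singlicate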
# M1 ag – agonists of human M1 muscarinic receptor; P11229; CHO-K1 hM1, Fluo-8 calcium fluorescence, agonist mode; 0% DMSO, 100% acetylcholine EC100; activation, % at 3 µM; 360,000 compounds, 0.33% hits; AID 588814;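 active = activation above the run's mean compound activation plus 3 SD, cut at about 16% in these data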;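 also: peak over basal fluorescence ratio within a 140 s kinetic read after compound addition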
# CHO-K1 Ca antag – M1 antagonist counterscreen hit in parental CHO-K1 cells; ATP-induced calcium, Fluo-8 fluorescence; 360,000 compounds, 0.6% hits; inhibition, % at 3 µM;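 active = inhibition above a per-plate cutoff, the plate's mean sample inhibition plus 3 SD, cut at about 24% in these data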;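 also: 0% = DMSO plus EC80 ATP and 100% = DMSO alone without ATP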
# M1 PAM parental – counter-screen for M1 PAMs: effect in parental CHO-K1 cells | ATP EC20, Fluo-8 calcium fluorescence; 0% at ATP EC20, 100% at ATP max | activation, % at 3 µM | AID 602247 | 360,000 compounds, 0.02% hits;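 active = activation above the run cutoff, the mean activation of all test compounds plus 3 SD, cut at about 40% in these data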;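 also: peak over basal fluorescence ratio in a 140 s read after ATP addition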
# V1aR counter – counter-screen for oxytocin receptor agonists: human V1a receptor agonists; activation, % at 3 µM; 320,000 compounds, 0.25% hits; P37288; CHO-V1R cells, Fluo-8 calcium fluorescence, agonist mode; 0% DMSO, 100% 3 nM vasopressin;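 active = activation above the mean activation of all tested compounds plus 3 SD, per screening run, cut at about 20% in these data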;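 also: signal is peak over basal fluorescence ratio across a 100 second FLIPR read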
# CHO-K1 Ca ag – M1 agonist counterscreen hit in parental CHO-K1 cells; activation, % at 3 µM; 360,000 compounds, 0.48% hits; Fluo-8 calcium fluorescence; scaled to maximal ATP response, vehicle zero; in the data active = activation above about 15%;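 also: untransfected CHO-K1 host cells lacking M1 receptor as counterscreen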
# An asterisk follows results filed as active; . = not tested or not shown.
SMILES,CHO parental Ca,TAAR1 antag,TAAR1 agonist,OXTR potentiator,M1 ag,CHO-K1 Ca antag,M1 PAM parental,V1aR counter,CHO-K1 Ca ag
O=C(Nc1cccnc1)c1ccc([N+](=O)[O-])cc1Cl,-6,21,2,-5,0,-7,8,0.3,0.6
O=C(Cn1c(C(F)(F)F)nc2ccccc21)NCCN1CCCC1,-7,-22,3,2,-10,-20,18,-0.1,0.4
COc1cc(OC)c(NS(=O)(=O)c2c(C)[nH]c(=O)[nH]c2=O)cc1Cl,.,-28,0,.,-2,-8,8,.,0.7
CC(C)(C)CNC(=O)[C@]1(C)CCC[C@@]2(C)C3CC[C@@]4(C)C[C@]3(CCC21)CC4=O (some centres not stated),-13,-9,12,1,0,-3,-6,-0.2,-0.6
CCn1cc(C(=O)O)c(=O)c2cc(F)c(N3CCN(C(=S)NC(=O)c4ccccc4)CC3)cc21,-9,-17,5,-2,-1,-13,24,0.8,1.1
COC(=O)c1cc(OC)c(OC)cc1N=CC1=C(O)CC(C)(C)CC1=O,-1,-14,6,-6,-4,-8,20,0.6,0.3
COc1cccc(=O)c2c(C)n(C)c(C)c12,-14,-4,-1,3,-3,2,18,0.0,3.1
Oc1ccc(-c2cn3cc(C(F)(F)F)ccc3n2)cc1,-2,-23,4,-7,-6,7,1,0.9,2.0
CCOC(=O)[C@]12CCC=C1N(Cc1cccc3ccccc13)C(=O)[C@H](CC(=O)NCC13CC4CC(CC(C4)C1)C3)C2,.,7,0,.,.,-28,4,.,1.1
Cc1ccc(NS(=O)(=O)c2ccccc2)c([N+](=O)[O-])c1,.,5,-1,.,-8,0,3,.,0.4
CCOC(=O)CNC(=O)c1c(C)nn(-c2ccccc2)c1Cl,-1,-17,18,-12,-2,2,-6,1.1,0.0
CN(CC(=O)Nc1ccc(F)c(F)c1F)C(=O)c1nn(Cc2ccccc2)c(=O)c2ccccc12,-33,21,4,4,-5,-5,13,-0.3,1.8
CC(C)Nc1nnc(SC(C)C(=O)Nc2ccc(Cl)cn2)s1 (configuration not stated),-8,20,-2,5,-6,-16,2,-2.3,-0.5
CC(=O)Nc1ccc(S(=O)(=O)NCC2CCC(C(=O)NCCCN(C)Cc3ccccc3)CC2)cc1 (configuration not stated),-11,-10,4,-7,-6,-2,7,0.5,0.0
Cc1ccc(-n2ncc3c(SCc4ccccc4)ncnc32)cc1,-1,-9,1,3,-1,2,14,0.0,0.0
O=C(Nc1ccccc1)N1CCC(C(=O)N2CCCC(C(F)(F)F)C2)CC1 (configuration not stated),-11,-14,0,-5,-2,-9,3,0.2,1.1
CN(C(=O)COC(=O)c1ccc(F)c(S(=O)(=O)N2CCOCC2)c1)C1CCS(=O)(=O)C1 (configuration not stated),-5,.,.,-5,-4,-10,7,0.4,0.7
CC12CCC(C(=O)N3CCCc4ccccc43)(OC1=O)C2(C)C (configuration not stated),-8,-13,3,1,-9,-7,28,-1.5,0.1
O=C(COC(=O)c1ncc(Cl)c(Cl)c1Cl)Nc1ccc(Cl)cn1,-13,-15,0,0,-6,-3,-10,-0.6,-0.2
Cc1ccc(/C=N/n2cnnc2)s1,3,-5,16,-4,-5,-21,18,-0.5,0.3
Cc1ccc(C)c(N2CCN(C(=O)CN3C(=S)NC(C)(C)CC3C)CC2)c1 (configuration not stated),-8,-10,3,-21,-4,-1,-4,4.5,4.3
COc1ccc(Nc2cc(C)nc(N)n2)cc1,-3,0,18,-4,-6,-6,10,0.4,0.2
COc1ccc(C(O)C2c3c(cc4c(c3OC)OCO4)CCN2C)c(CO)c1OC (configuration not stated),.,-13,2,.,-1,1,-17,.,0.1
CC[C@]12c3[nH]c4ccc(Cl)cc4c3CCN1C(=O)[C@@H](CC(=O)NCCCn1ccnc1)C[C@@H]2C(=O)N1CCN(C(=O)c2ccco2)CC1,-9,-20,3,.,-8,-20,28,.,0.8
COC(=O)c1cn(C(=O)c2cc(Br)ccc2Cl)c2ccccc12,-9,-8,8,-7,-2,-15,30,-0.1,1.9
O=C(CCc1nc2ccccc2c(=O)[nH]1)OCc1ccccc1F,-5,-1,4,-1,-7,-7,15,-0.7,0.7
Clc1ccc(Nc2nc(-c3ccncc3)cs2)cc1,-12,-17,15,-11,-4,-12,24,-0.9,0.3
CCCc1nnc(NC(=O)CCC(=O)N2CCN(Cc3ccc(Cl)cc3)CC2)s1,-10,-2,1,-9,9,-5,-1,2.7,2.3
CCCCN(C(=O)NC(=O)Nc1nc2ccc(OC)cc2s1)S(C)(=O)=O,-3,7,6,4,-4,-7,14,0.0,-0.3
CCC/C=C/c1ccc(CN2C(C)C(=O)N(Cc3cn(CCC4OCCO4)nn3)CCS2(=O)=O)cc1 (configuration not stated),.,-2,0,.,-5,-9,0,.,1.2
Cc1sc2nc(CSC(C)C(=O)Nc3ccc(Cl)cn3)[nH]c(=O)c2c1C (configuration not stated),-6,13,3,7,-2,-10,14,0.7,0.0
CC(CCc1ccccc1)NC(=O)C1CCN(S(=O)(=O)c2ccc(F)cc2)CC1 (configuration not stated),-8,-15,4,-11,-1,-17,25,2.5,5.1
O=C(c1ccco1)N1CCN(C(=O)c2cccn3c(=O)c4c5c(sc4nc23)CCCC5)CC1,.,-6,0,.,-7,-12,17,.,0.8
O=C(NCCCNC(=O)c1cccs1)c1cccs1,-7,-14,12,-9,-2,0,-2,0.7,0.0
CC(C)(C)c1ccc(-c2conc2N)cc1,5,-13,13,1,-3,-16,16,0.0,-0.1
N#C/C(=C(/O)c1cccs1)c1nc2ccccc2[nH]1,-19,-6,8,-2,-3,-5,-10,0.9,1.1
C/C(=C\c1ccccc1)C(=O)NCc1ccco1,-5,2,4,-3,-10,-8,-5,-0.2,0.7
CCOc1ccc(NC(=S)N2CCCC2)cc1,.,-15,0,.,-1,1,2,.,1.1
COc1ccc(CCNC(=O)COC(=O)c2ccc(S(=O)(=O)N3CCCC3)cc2)cc1OC,-9,3,5,-4,3,-15,13,1.5,1.9
COc1cc2c(cc1NC(=O)CN(C)Cc1cccc(OC)c1OC)oc1ccccc12,-12,10,-1,-15,-6,-11,29,-0.2,0.7
Cc1cc(Cl)ccc1Oc1ncc(-c2ccc(Cl)cc2)cn1,-22,18,1,-23,-4,-8,9,0.3,1.6
CC(C)(C)OC(=O)NNC(=O)Nc1ccccc1C(F)(F)F,-17,8,9,-6,-6,-3,17,2.2,0.7
CC(=O)c1cccc(NC(=O)C2=CN3CCS(=O)(=O)N=C3C=C2)c1,-10,-11,3,-6,-1,-15,12,0.9,0.4
c1ccc2[nH]c(SCC3CCCCO3)nc2c1 (configuration not stated),-12,-6,7,-10,-6,-5,-1,-0.2,0.8
COc1cccc(-c2nn(C)c3sc(C(=O)NCc4ccc(C)cc4)cc23)c1,-9,3,8,-18,-2,-17,17,2.0,1.4
COc1cc(-n2c(=O)c3ccccc3n(Cc3ccccc3)c2=O)cc(OC)c1OC,-14,2,0,3,1,15,-6,-0.7,-0.1
CCCCN1C(=N)N([C@@H](CCC)CN2CCC[C@H]2CN2C(N)=NC[C@@H]2Cc2ccccc2)C[C@H]1[C@H](C)CC,-7,4,23,8,-14,-10,9,2.7,0.3
O=C(CCN1CCN(C(c2ccccc2)c2ccccc2)CC1)N/N=C/c1ccc(O)cc1,-8,12,2,-1,-11,-3,10,2.3,1.6
CC(=NNC1=NCCN1)c1cnn(C2=NCCN2)c1C,.,-7,2,.,-7,10,0,.,0.1
Cc1ccccc1-c1nnc(-c2ccc(Br)cc2)o1,-2,2,14,-9,0,1,-2,-0.1,-0.4
O=C(O)/C=C/c1coc2ccc(F)cc2c1=O,2,-23,3,-5,-7,-18,36,0.5,1.9
CN(C)S(=O)(=O)Oc1ccsc1C(=O)Nc1ccccc1Cl,-12,-1,-1,-8,-2,-11,14,0.7,0.7
CC(=O)Nc1ccc(NC(=O)C/C(C)=N/NC(N)=S)cc1,-4,1,3,-13,-1,-2,-5,0.9,0.1
O=C(CSCC(=O)OCC(=O)c1ccc(Br)cc1)Nc1ccc(Br)cc1,7,9,16,-28,-1,-8,6,4.9,1.2
O=C(CSc1nncn1-c1ccccc1)Nc1cccc(S(=O)(=O)N2CCCCC2)c1,-5,-10,3,0,.,.,.,-0.1,.
COc1ccccc1NCC(O)Cn1c2ccccc2c2ccccc21 (configuration not stated),-11,25,6,-10,-2,-19,10,-0.8,0.4
Cn1c(SCC(=O)Nc2ccc(F)cc2)nnc1-c1cccnc1,-7,15,0,3,-4,-2,17,0.4,0.8
O=C(C[C@@H]1C/C=C\C[C@H](NC(=O)OCC2c3ccccc3-c3ccccc32)C(=O)OC[C@H]2CCCN2C1=O)N[C@H](CO)Cc1ccccc1,-20,25,1,-8,-10,-14,17,-1.2,0.1
COc1ccc2cc(N=Cc3nc(-c4ccc(C)cc4)oc3O)cnc2c1,-13,3,7,-13,-5,3,-11,-0.7,-0.2
COc1ccc(C2C(C(C)=O)=C(O)C(=O)N2Cc2ccccc2)c(OC)c1 (configuration not stated),-5,-3,3,-3,0,-7,7,0.3,0.8

# Remaining list, next part.
SMILES,CHO parental Ca,TAAR1 antag,TAAR1 agonist,OXTR potentiator,M1 ag,CHO-K1 Ca antag,M1 PAM parental,V1aR counter,CHO-K1 Ca ag
COC(=O)c1cn(-c2ccccc2)nc1-c1ccc(OC)c(OC)c1,-10,-5,1,-10,2,-1,-13,0.0,0.2
CC(C)NC(=O)COc1coc(CN2CCN(c3ccccc3F)CC2)cc1=O,-5,-8,1,-2,0,-9,5,1.8,1.1
CC1CCN(c2c(NCc3ccc(C(=O)N(C)C4CCCCC4)cc3)c(=O)c2=O)CC1,-3,-1,-4,-4,-4,-12,11,-0.1,0.5
COc1ccc(CNc2nc3nc(C)c(Cl)c(=O)n3[nH]2)cc1OC,-9,-6,3,-3,-2,1,8,0.1,0.2
O=C(Nc1c2c(nn1-c1ccc([N+](=O)[O-])cc1)CS(=O)(=O)C2)c1ccco1,-2,-28,2,-21,1,-18,22,1.2,2.0

# As entered above:
# O=C(Nc1c2c(nn1-c1ccc([N+](=O)[O-])cc1)CS(=O)(=O)C2)c1ccco1 | TAAR1 agonist: 2
# COC(=O)c1cn(-c2ccccc2)nc1-c1ccc(OC)c(OC)c1 | M1 PAM parental: -13
